Screening results as filed in PubChem.
14-3-3g Raf: alters human 14-3-3 gamma binding to Raf peptide; P61981; FP, 14-3-3gamma / TMR-pS259-Raf peptide binding; inhibition, % at 40 µM; actives 0.19% (n = 160,000); in the data active means inhibition above about 30%;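 further: 0% = protein plus tracer without compound and 100% = blank with tracer alone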
Target sequence (P61981 whole entry, looked up): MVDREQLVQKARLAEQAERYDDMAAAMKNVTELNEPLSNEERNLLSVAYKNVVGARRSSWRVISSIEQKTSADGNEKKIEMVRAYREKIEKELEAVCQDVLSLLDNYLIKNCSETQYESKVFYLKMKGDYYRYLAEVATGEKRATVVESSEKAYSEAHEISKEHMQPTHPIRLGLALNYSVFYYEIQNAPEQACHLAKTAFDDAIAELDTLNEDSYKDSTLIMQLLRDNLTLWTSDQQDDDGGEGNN
The depositor's hits bear a star; & = joins results of further samples.

SMILES	14-3-3g Raf
CC(=O)NNC(=O)N1Cc2ccccc2Oc2ccc(Cl)cc21	0.7
O=C(Nc1cccc(Cl)c1)c1cn(-c2ccc(Cl)cc2)c(=O)c2ccccc12	-10.4
CC(=O)Nc1nn(C)c2nc3cc(C)ccc3cc12	-11.5
COc1cc(C(=O)Nc2cc(C(F)(F)F)ccc2Cl)c(Br)c(OC)c1OC	-2.3
N#CCSc1nnnn1-c1ccccc1F	-4.5
O=C(CN1N=C(c2ccc(Cl)cc2)CCC1=O)NC1CCCC1	-0.9
CCc1c(C)c2ccc(OCC(=O)OC)cc2oc1=O	-9.5
CCC1CCCCN1S(=O)(=O)c1ccc2[nH]c(=O)cc(C(=O)NCCc3ccc(Cl)cc3)c2c1 (stereo unspecified)	-12.2
CCOc1ccc(NC(=O)c2ccc3c(=O)n(-c4ccccc4)c(=S)[nH]c3c2)cc1	-5.0
CC(C)c1ccc(NC(=O)CCNC(=O)Cn2cnc3ccccc3c2=O)cc1	3.8
CCc1cccc(Nc2c3c(nc4ccccc24)CCC3)c1	-2.2
Cc1ccc(CCNC(=O)c2ccc3nc4ccc(Cl)cc4c(=O)n3c2)cc1	-0.8
CN(C)C(=O)CSc1nnc(-c2cccnc2)n1-c1ccccc1	4.7
COc1ccc(NC(=O)c2nn(-c3ccccc3OC)c(=O)c3ccccc23)cc1Cl	1.5
O=C(Cc1ccccc1)Nc1c2c(nn1-c1cccc(Cl)c1)CS(=O)(=O)C2	-5.0
Cc1cccc(C(=O)Nc2cc([N+](=O)[O-])ccc2F)c1	-7.1
O=S(=O)(c1cccc(-c2nnc(-c3ccc(Br)cc3)o2)c1)N1CCCCCC1	1.3
Cc1cc(NC(=O)c2sc3nc4c(cc3c2N)CCCCCC4)no1	-13.5
Cc1cc(C)n(CC(=O)n2nc(C)cc2C)n1	0.2
CCOC(=O)c1c(NC(=O)c2ccc(Cl)cc2)sc2c1CCCCC2	-13.0
CN(C)c1nc(Nc2ccccc2)nc(Oc2ccc(=O)[nH]n2)n1	-2.0
COC(=O)C1=C(C)NC(=O)CC1c1ccccc1 (stereo unspecified)	0.1
CN(C)C(=O)Cn1c(SCC(=O)N2CCCc3ccccc32)nc2ccccc21	-7.4
CN(Cc1ccccc1)c1nc2c(c(=O)[nH]c(=O)n2C)n1Cc1ccc(F)cc1	-14.0
O=c1oc2ccccc2c(O)c1C=Nc1ncccn1	-36.1

Four entries drawn at random from those above:
SMILES	14-3-3g Raf
CC(=O)NNC(=O)N1Cc2ccccc2Oc2ccc(Cl)cc21	0.7
CN(Cc1ccccc1)c1nc2c(c(=O)[nH]c(=O)n2C)n1Cc1ccc(F)cc1	-14.0
CC(=O)Nc1nn(C)c2nc3cc(C)ccc3cc12	-11.5
CCc1c(C)c2ccc(OCC(=O)OC)cc2oc1=O	-9.5

(next part)
SMILES	14-3-3g Raf
CS(=O)(=O)c1ccc2nc(NC(=O)C3COc4ccccc4O3)sc2c1 (stereo unspecified)	-8.7
O=C1CN(C(=O)COC(=O)Cc2ccsc2)c2ccccc2N1	-9.1
CCC1CCCCN1C(=O)CSc1nc2c([nH]c3ccccc32)c(=O)n1-c1ccc(C)cc1 (stereo unspecified)	-3.2
Cc1ccsc1-c1nc(CSCC(=O)NCc2ccc3c(c2)OCO3)c(C)o1	2.9
CCn1c(C)csc1=Nc1cccc(C(F)(F)F)c1	-2.6
COc1cc2ccccc2cc1C(=O)Nc1ccc(N2CCN(C)CC2)cc1	1.7
O=C(NCCNC(=O)C1CC2CCC1C2)C1CC2CCC1C2 (stereo unspecified)	-1.5
CN1CCN(C(=O)c2cc(-c3ccc(F)cc3)on2)CC1	-9.2
COc1ccc(NC(=O)CSc2n[nH]c(C)c2[N+](=O)[O-])cc1OC	-19.2
CN(C)c1ccc(C(=O)Nc2nc3ccc(S(C)(=O)=O)cc3s2)cc1	1.8
CCOC(=O)C1=C(C)NC(=O)NC1c1cc(C)sc1C (stereo unspecified)	-15.9
O=c1[nH]c(SCc2ccc(F)cc2)nc2c1cnn2-c1ccc(F)cc1	-2.0
COc1cc2nc(=S)n3c(c2cc1OC)NC(CCC(=O)N1CCN(Cc2ccc4c(c2)OCO4)CC1)C3=O (stereo unspecified)	-13.1
c1ccc(-c2nc3sc(-c4ccccc4)nc3s2)cc1	5.8
CCCCCC1(C(=O)OCC)CC(C)(c2csc(N)n2)OC1=O (stereo unspecified)	-0.9
COc1ccc(C2Nc3ccccc3C(=O)N2Cc2ccco2)cc1COc1cccc(C)c1C (stereo unspecified)	-12.6
Cc1nc(NC(=O)c2ccccc2)sc1-c1csc(NCc2ccco2)n1	-32.2
Nc1nc(SCc2ccc(F)cc2)ns1	-4.8
CC(=O)N/C(N)=N/c1nc2ccccc2o1	2.5
Cc1ccc(-c2nnn(CC(=O)NCC3COCCO3)n2)o1 (stereo unspecified)	-3.8
CCc1nnc(NC(=O)CSc2nnc(CSc3nc(C)cc(C)n3)n2CC)s1	-9.2
CCCCCCN1C(=O)C(O)=C(C(C)=O)C1c1ccc(Cl)cc1 (stereo unspecified)	2.8
Cc1cc(C)c2ccc(C)[n+]([O-])c2c1O	-4.8&-6.0
CCCn1c(NCc2ccc(C)o2)nc2ccccc21	-2.4
O=C(c1ccccc1)c1ccc(CN2C(=O)c3ccccc3C2=O)o1	-5.4

Some of these compounds in order of molar mass, falling:
SMILES	14-3-3g Raf
CS(=O)(=O)c1ccc2nc(NC(=O)C3COc4ccccc4O3)sc2c1 (stereo unspecified)	-8.7
CCCCCCN1C(=O)C(O)=C(C(C)=O)C1c1ccc(Cl)cc1 (stereo unspecified)	2.8
CN1CCN(C(=O)c2cc(-c3ccc(F)cc3)on2)CC1	-9.2

Additional records:
SMILES	14-3-3g Raf
O=C(c1cc2c(=O)n3ccccc3nc2s1)N1CCc2ccccc21	-5.7
CN(C)S(=O)(=O)c1ccc(C(=O)Oc2ccccc2)cc1	-4.0
C=C(C)Cn1c(C2CC(=O)N(Cc3ccccc3)C2)nc2ccccc21 (stereo unspecified)	-1.4
CCc1c(C)sc(NC(=O)c2ccco2)c1C(=O)N1CCCCC1	-38.5
Clc1ccc(-n2cc(-c3ccccc3)c3c(NCc4cccs4)ncnc32)cc1	2.7
Cc1ccc(-c2csc(Nc3ccc(C(=O)O)c(O)c3)n2)cc1	-3.9
O=C(CP(=O)(CO)CO)c1ccc(Cl)cc1	4.7
CC1=C(C(=O)OC2CCCCC2)C(c2cccnc2)n2ncnc2N1 (stereo unspecified)	-6.0&-2.0
CCC(C)NC(=O)c1ccc2c(=O)n(Cc3ccccc3OC)c(=S)[nH]c2c1 (stereo unspecified)	2.2
COC(=O)c1ccc(C2N=C(c3ccc(OC)cc3)CC(c3ccccc3O)N2)cc1 (stereo unspecified)	2.1
Cc1sc2nc(SCC(=O)NCCOCCO)n(C)c(=O)c2c1C	0.7
COc1ccccc1N1CCN(C2CCN(C(=O)c3cccc(F)c3)CC2)CC1	-0.4
COC(=O)CCCC[C@H]1SC[C@H]2NC(=O)N[C@]21O	0.8
Cc1ccc(C(=O)Nc2cccnc2)cc1[N+](=O)[O-]	-3.8
CCSc1nnc(NC(=O)NCC(F)(F)F)s1	-12.1
O=[N+]([O-])c1cccc(CN2CCN(Cc3ccccn3)CC2)c1	-0.1
CCN(CC)CCSc1nc2sc3c(c2c(=O)n1-c1ccccc1)CC(C)(C)OC3	-6.5
O=S(=O)(Nc1ccc2c(c1)OCO2)c1cccs1	-11.5&-11.1
O=C1C2C3C=CC(C4CC34)C2C(=O)N1c1cccc(Br)c1 (stereo unspecified)	0.5
CC(=O)C1=C(O)C(=O)N(CCc2c[nH]c3ccccc23)C1c1ccco1 (stereo unspecified)	-2.8
CC12CCC(C(=O)N(CCCCN3C(=O)C4CCC(C)(C3=O)C4(C)C)C1=O)C2(C)C	-2.3
COc1ccccc1-c1nc(C#N)c(N2CCN(c3ccccc3)CC2)o1	2.5
COc1ccc(C2NC(=O)NC(O)(C(F)(F)F)C2C(=O)c2cccs2)cc1OC (stereo unspecified)	6.7
C#CCN1C(=O)C(O)(CC(=O)c2ccc(OC)c([N+](=O)[O-])c2)c2ccccc21 (stereo unspecified)	-2.3
C=CCn1c(SCC(=O)N2CCN(c3ccc(F)cc3)CC2)nnc1-c1ccco1	-3.4

Of the compounds above, these contain a cyano group:
SMILES	14-3-3g Raf
N#CCSc1nnnn1-c1ccccc1F	-4.5
COc1ccccc1-c1nc(C#N)c(N2CCN(c3ccccc3)CC2)o1	2.5

(further entries)
SMILES	14-3-3g Raf
O=C(O)C1CCN(S(=O)(=O)c2ccccc2[N+](=O)[O-])CC1	-4.3
CCc1cc2c(NCCC(=O)O)nc(C)nc2s1	-3.9
CCOC(=O)C1CCCN(C(=O)Cn2cnc3c2c(=O)n(C)c(=O)n3C)C1 (stereo unspecified)	-7.3&-1.6
COc1ccc2cc3cc(C(=O)NC4CC4)sc3nc2c1	1.3
O=C(O)C1(NS(=O)(=O)c2ccc(F)c(Cl)c2)CCCCC1	-0.2
O=C(Nc1cc(C(=O)N2CCCCCC2)ccc1N1CC2CC(C1)c1cccc(=O)n1C2)c1cccc(C(F)(F)F)c1 (stereo unspecified)	15.6
COc1ccc(-c2cc(-c3ccccc3)c(C#N)c(S(C)=O)n2)cc1 (stereo unspecified)	-0.8
COc1ccc2cc(S(=O)(=O)N3CCCC(C)C3)ccc2c1 (stereo unspecified)	0.4
COc1ccc(-c2cc(C(=O)Nc3cccc(C(F)(F)F)c3)c3ccccc3n2)cc1	-41.9
CN(C)C(C)(C)C#CCCCCC#CC(C)(C)N(C)C	-14.1
CN1CCN(C(=O)c2ccccc2NC(=O)Cc2ccccc2)CC1	2.5
O=C(Nc1cc(C(=O)N2CCN(c3ccc(F)cc3)CC2)ccc1N1CC2CC(C1)c1cccc(=O)n1C2)c1ccc(F)cc1 (stereo unspecified)	7.1
CC1NC(=O)C(O)(C(F)(F)F)NC1=O (stereo unspecified)	-1.7
COc1cc(C(=O)Nc2c3c(nn2C(C)(C)C)CS(=O)C3)cc(OC)c1OC (stereo unspecified)	-0.5
COC(=O)c1ccc(C=Nc2cccc(-c3nc4cc(C)ccc4o3)c2)cc1	-19.4
O=C(Nc1ccc([N+](=O)[O-])cn1)c1cccc(COc2cccc(Cl)c2)c1	-6.9
CN1C(=O)NC(c2ccccc2)C2=C1CN(Cc1ccco1)C2=O (stereo unspecified)	-5.2
CCOc1nc(Nc2ccc(I)cc2)nc(NC2CCCCC2)n1	-0.4
COC(=O)c1ccc(CSc2ncnc3c2oc2ccccc23)o1	-1.7&-9.8
CC1=Nc2cc(C(=O)NC3CC3)ccc2Sc2ccc(Br)cc21	-17.3
NC(=O)CSc1oc(-c2cccs2)nc1S(=O)(=O)c1ccc(F)cc1	-104.1
O=C(NCc1ccco1)c1cc(-c2ccccc2)c(N2CCOCC2)s1	5.4
CCCOc1ccc(N2C(=O)CC(NCc3ccc(OC)c(OC)c3)C2=O)cc1 (stereo unspecified)	-1.0
CN(Cc1ccccc1)C(=O)CSc1nc2ccsc2c(=O)n1Cc1ccc2c(c1)OCO2	-1.1
CC1=C(C(=O)Nc2nc3ccccc3s2)C(c2ccccc2)C2=C(CC(C)(C)CC2=O)N1 (stereo unspecified)	-0.5
SMILES	14-3-3g Raf
Cc1c(N=Cc2ccco2)c(=O)n(-c2ccccc2)n1C	-6.8
CCOC(=O)c1c(N=c2oc3ccccc3cc2C(=O)Nc2ccccc2F)sc(C)c1C	-27.2
Cc1cc(C(=O)CC#N)c(C)n1-c1ccc(OC(F)F)cc1	-41.6
CCOc1cc(C2C3=C(CC(C)(C)CC3=O)N(C)C3=C2C(=O)CC(C)(C)C3)cc(Br)c1OC	4.9
COc1cccc(NS(=O)(=O)c2nc3nc(C)cc(C)n3n2)c1	3.3
Cc1cccc(NC(=O)c2c(NC(=O)c3ccncc3)sc3c2CCC(C(C)(C)C)C3)c1 (stereo unspecified)	-30.1
Cc1cccc(OCc2n[nH]c(=S)n2-c2ccccc2C)c1	1.8
CCC(C)NC(=O)C1CCN(S(=O)(=O)c2cccc3nsnc23)CC1 (stereo unspecified)	-4.5
O=c1c2cccnc2[nH]c(=S)n1Cc1cccnc1	-1.7
CCOc1ccc(NC(=O)c2ccccc2)c(NC(=O)c2ccccc2Br)c1	0.4
CCCOC(=O)c1ccc(NC(=O)c2cc3ccccc3oc2=O)cc1	-6.6
Cc1cc(C)c[n+](CC(=O)c2ccc(C)c([N+](=O)[O-])c2)c1	-4.7
Cc1ccc(C(=O)Nc2ccc(Br)cc2)cc1S(=O)(=O)N1CCOCC1	-3.2
CN1CCc2c(sc3c2C(=O)NC(c2ccc(O)cc2)N3)C1 (stereo unspecified)	-116.5
COC(=O)CCC(=O)c1oc2ccc(Br)cc2c1N	-9.8
CCc1ccc(-n2cnc3cc(C(=O)O)ccc32)cc1	-106.7
Cc1ccc(C=NCC(O)c2ccccc2)cc1 (stereo unspecified)	-0.5
COCCNC(=O)c1ccc(Cl)cc1[N+](=O)[O-]	3.1
O=C1c2ccccc2C(=O)C12Cc1ccccc1N1CCN(c3ccccc3)CC12 (stereo unspecified)	-1.9
COc1cc(NC(=O)c2ccccc2Br)c(OC)cc1Cl	-2.3
COc1ccc(CCNC(=O)C2c3ccccc3C(=O)N2C(C)c2ccccc2)cc1OC (stereo unspecified)	-2.6
CC(=O)c1cccc(NC(=O)c2ccc(C(=O)O)cc2C(=O)O)c1	-4.8
c1ccc2cc3[nH]c(CN4CCOCC4)nc3cc2c1	-11.6
CCCC(=O)N(c1ccc2oc(C)c(C(=O)OC)c2c1)S(=O)(=O)c1ccc(OC)cc1	-33.0
CCOC(=O)CC(=O)c1[nH]c(C)c(C(=O)OCC)c1C	-6.8
O=c1oc2c3c(ccc2c2c1CCC2)OCN(c1ccc(Cl)cc1)C3	0.0
CCC(=O)N1CCc2cc(S(=O)(=O)Nc3ccc4c(c3)OCCO4)ccc21	-3.1
CC1CCc2c(sc3ncnc(Cl)c23)C1 (stereo unspecified)	-12.0
COc1ccccc1NC(=O)CNS(=O)(=O)c1ccccc1	-2.1
Cc1ccc(C(C)n2cc(C(=O)NCc3cccnc3)nn2)cc1 (stereo unspecified)	-5.0

The list is partial; rates above refer to the full screens.
